Screening data: PubChem, National Center for Advancing Translational Sciences (NCATS)
CXXC DNA block: blocks binding of human MLL CXXC domain to DNA. Potency, µM (doses to about 115 µM), without a hit: at the top dose activity change, negative = inhibition, usual class: inhibitors. MLL-CXXC / FITC-HOXA9 DNA fluorescence polarization. AID 2662. hit rate 0.037% among 290,000; active = well fitted inhibition curve with a large enough effect in the polarisation, with a control signal flat, not every such curve was filed as active; inconclusive = small, poorly fitted or top-dose-only effect, or effect the other way, or a change in a side signal; inactive = no such curve, though single readings can be large or run the other way; the % refers to the polarisation; note: potency is the fitted concentration of half-maximal effect
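Purified MLL-CXXC (added from a 7 uM solution) was preincubated 5 min at ambient with pinned compounds in 50 mM Tris-HCl pH 7.5, 50 mM NaCl, 1 mM DTT, 0.05% BSA. Fluorescein-labeled HOX-A9 DNA (50 nM solution) followed, 30 min, then polarization read.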
FBPA coupling cs: counter-screen for Giardia aldolase inhibitors: coupling enzyme system. coupling enzyme system counterscreen, AmpLite Red fluorescence. activity change, negative = inhibition, % at 58.2 µM, hits read low. hit rate 0.67% among 290,000; in the data active = activity change below about -30%; note: % is set by controls: 0 for no effect and ±100 for the full control effect
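Activity here indicates interference with the coupling reaction, not aldolase inhibition. Compounds at 57.5 uM final met coupling enzymes for 10 min at RT; substrate and AmpLite Red detection followed, with a 525/598 nm fluorescence read after 20 min.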
GALK inhibitor: galactokinase (human) inhibition; P51570; Purified GALK, Kinase-Glo residual ATP luminescence; Potency, µM (top dose mostly 57.5 µM), for the others: at the highest dose activity change, negative = inhibition, usual class: inhibitors; hit rate 0.007% among 270,000; AID 1868; note: potency is the fitted concentration of half-maximal effect; % is set by controls: 0 for no effect and ±100 for the full control effect
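The enzyme phosphorylates galactose (100 uM) using ATP (35 uM); inhibition is detected as higher residual ATP, quantified by bioluminescence after 1 h reaction at room temperature, pH 8.0.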
TRPV1 agonist: human TRPV1 agonism; TRPV1-expressing cells, Fluo-8 calcium influx, agonist mode; activation, % at 8.33 µM; Q8NER1; hit rate 0.19% among 320,000; in the data active = activation above about 80%; inconclusive = between about 30% and that limit; note: 0% is about no effect
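Fluo-8 calcium influx in TRPV1-expressing cells, kinetic read (ex 480/em 520 nm). Compound added and read 3 min for agonist activity, followed by capsaicin at EC20 final and 2 min further read for enhancement.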
B2AR arrestin: beta2AR (human) beta-arrestin recruitment activity | P07550 | beta-arrestin recruitment to beta2AR, cell-based reporter | Potency, µM (top dose mostly 46.1 µM), inactives show at the top dose activation, actives largely listed as activators | hit rate 0.02% among 330,000 | AID 492947;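 note: potency is the fitted concentration of half-maximal effect; 0% = DMSO controls and full agonism = EC100 isoproterenol or metaproterenol; nearly all actives have a fitted effect of over 65% in size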
Menin MLL FP TR: inhibitors of human menin-MLL interaction, mutant MLL peptide; Menin + Texas Red MLL mutant peptide, fluorescence polarization; hit rate 0.23% among 270,000; Potency, µM (doses to about 61.6 µM), for the others: at the top dose FP activity change, negative = inhibition, usual class: inhibitors; AID 1768; active = well fitted inhibition curve with a large enough effect in the polarisation, with a control signal flat, not every such curve was filed as active; inconclusive = small, poorly fitted or top-dose-only effect, or effect the other way, or a change in a side signal; inactive = no such curve, though single readings can be large or run the other way; the % refers to the polarisation; note: potency is the fitted concentration of half-maximal effect; % of control where 0% means no effect; many of its hits are not listed in these tables
Giardia kill: kills Giardia lamblia; hit rate 0.15% among 340,000; Giardia lamblia trophozoite viability; activity change, % at 7.66 µM, hits read low; in the data active = activity change below about -80%; inconclusive = between about -30% and that limit;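 note: parasites exposed to compound for two days anaerobically before the ATP read; % is set by controls: 0 for no effect and ±100 for the full control effect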
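ATP-content bioluminescence gauges trophozoite survival. Cells (100/well) receive compound and incubate anaerobically for 48 hrs at 37 deg C; detection reagent follows for 15-30 min at room temperature.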
KCNH2 WT inh: blocks the wildtype human KCNH2 potassium channel; Q12809; U2OS, BacMam KCNH2, thallium flux FluxOr; stronger effect = lower value; activity change, % at 1.84 µM; hit rate 0.37% among 340,000; AID 720551;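 active = maximum activity change below -70%; inconclusive = maximum activity change between -70% and -50%; inactive = maximum activity change above -50%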; note: % is set by controls: 0 for no effect and ±100 for the full control effect
Target sequence (Q12809 whole entry, looked up): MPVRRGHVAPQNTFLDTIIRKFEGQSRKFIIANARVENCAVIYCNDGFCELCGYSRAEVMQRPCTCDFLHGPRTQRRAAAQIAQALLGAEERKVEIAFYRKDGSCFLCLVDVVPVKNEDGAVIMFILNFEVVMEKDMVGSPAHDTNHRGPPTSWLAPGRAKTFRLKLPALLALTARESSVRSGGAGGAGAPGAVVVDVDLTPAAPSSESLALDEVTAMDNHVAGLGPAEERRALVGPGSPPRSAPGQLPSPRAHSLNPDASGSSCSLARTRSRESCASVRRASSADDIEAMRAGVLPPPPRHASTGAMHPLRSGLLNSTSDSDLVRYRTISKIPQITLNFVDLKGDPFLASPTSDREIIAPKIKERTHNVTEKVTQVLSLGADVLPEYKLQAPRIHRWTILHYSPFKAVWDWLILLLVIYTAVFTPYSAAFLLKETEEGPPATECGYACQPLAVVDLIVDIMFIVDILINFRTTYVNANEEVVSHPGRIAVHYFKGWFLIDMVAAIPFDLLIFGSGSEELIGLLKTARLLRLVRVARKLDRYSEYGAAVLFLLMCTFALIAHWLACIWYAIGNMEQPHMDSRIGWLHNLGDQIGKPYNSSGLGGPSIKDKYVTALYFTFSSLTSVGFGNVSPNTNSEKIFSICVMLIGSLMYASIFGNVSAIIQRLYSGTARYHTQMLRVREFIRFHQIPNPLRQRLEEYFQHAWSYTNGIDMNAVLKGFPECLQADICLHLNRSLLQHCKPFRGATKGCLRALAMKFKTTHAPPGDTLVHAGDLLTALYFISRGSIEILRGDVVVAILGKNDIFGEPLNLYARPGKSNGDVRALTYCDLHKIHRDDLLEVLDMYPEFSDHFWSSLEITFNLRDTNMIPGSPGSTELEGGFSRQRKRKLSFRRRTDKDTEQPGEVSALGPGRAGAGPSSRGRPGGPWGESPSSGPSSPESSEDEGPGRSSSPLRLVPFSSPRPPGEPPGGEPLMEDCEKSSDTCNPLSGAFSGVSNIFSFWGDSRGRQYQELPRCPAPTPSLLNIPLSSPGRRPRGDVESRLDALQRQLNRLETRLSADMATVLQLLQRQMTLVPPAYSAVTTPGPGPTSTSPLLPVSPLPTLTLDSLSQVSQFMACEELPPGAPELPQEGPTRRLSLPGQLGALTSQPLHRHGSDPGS
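U2OS cells were transduced with wild-type KCNH2 virus (2.03 x 10^8 / mL) for 4 h at room temperature, then cultured overnight at 37 C. Thallium flux was read with FluxOr dye. Rate constants were normalized to DMSO controls.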
KCNH2 3.1 block: inhibitors of human KCNH2 3.1 potassium channel isoform; U2OS KCNH2 3.1, thallium flux FluxOr; stronger effect = lower value; activity change, % (tested at about 1.8 µM); hit rate 0.95% among 340,000;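 active = maximum activity change below -70%; inconclusive = maximum activity change from -70% to -50%; inactive = maximum activity change above -50%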;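 note: thallium influx rate constant from kinetic fluorescence after stimulation buffer; % is set by controls: 0 for no effect and ±100 for the full control effect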
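Steps: virus added to U2OS suspension (4 h, RT, dark); medium with 10% FBS added, cells plated, 37 C overnight; FluxOr/Red40 loading buffer 45 min RT; stimulation buffer, 2 min kinetic read; rate constant normalized.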
USP2a block: inhibitors of human ubiquitin-specific protease USP2a; O75604; USP2 core, Ub-CHOP2 coupled fluorogenic reporter, 485/531; Potency, µM (doses to about 38.3 µM), inactives show at the highest dose activity change, negative = inhibition, most hits filed as inhibitors; hit rate 0.01% among 330,000; AID 463254;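 note: potency is the fitted concentration of half-maximal effect; plate controls were DMSO wells for no effect and full inhibition by NEM control for full effect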
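USP2 core (10nM final) preincubated 30min RT with compound in 20mM Tris-HCl pH 8.0, 2mM CaCl2, 2mM beta-mercaptoethanol, 0.05% CHAPS; 25nM Ub-CHOP2 plus 25nM reporter substrate added, fluorescence (Ex485/Em531) read after 60min.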
PKM2 activator: increases activity of human pyruvate kinase M2; P14618; Potency, µM (doses to about 57.5 µM), for the others: top-dose activation, actives largely listed as activators; AID 1631; purified PKM2, Kinase-Glo ATP luminescence, activation; response scale: 0% is enzyme alone, no compound; hit rate 0.34% among 260,000; note: potency is the fitted concentration of half-maximal effect; % is set by controls: 0 for no effect and ±100 for the full control effect; nearly all actives have a fitted effect of over 55% in size
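Purified hPK-M2 (>95%) run at intermediate activity with 0.1 mM ADP and 0.5 mM PEP in 50 mM imidazole pH 7.2, KCl, MgCl2; 1 h room temperature. ATP formed read by Kinase-Glo luminescence; normalized to uninhibited and no-enzyme controls.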
The depositor's hits bear a star; ? = inconclusive; . = not tested or not shown; [ ] = dose if it differs, or a comment. Unless noted, calls come from the whole dose curve; as a rule, active = well fitted curve in the direction sought with a large enough effect; inconclusive = small, poorly fitted or top-dose-only effect, or another doubt; inactive = no such curve, though single readings can be large; an effect the other way counts as inactive or inconclusive. Some of the compounds tested; the hit share may differ from the screen's.

SMILES | CXXC DNA block | FBPA coupling cs | GALK inhibitor | TRPV1 agonist | B2AR arrestin | Menin MLL FP TR | Giardia kill | KCNH2 WT inh | KCNH2 3.1 block | USP2a block | PKM2 activator
O=C1CSC(=O)N1CC(O)COc1ccc(Cl)cc1 (stereo unspecified) | 14% | 5 | 4% | 6 | 0.5% | 1% | -12 | -13 | -32 | 1% | -1%
O=C(Nc1ccccc1)c1cccc(=O)o1 | 1% | 1 | 0% | 2 | 0.3% | . | 23 | 27 | -10 | 5% | -2%
CN(C)S(=O)(=O)c1ccc(Cl)c(NC(=O)COC(=O)CN2C(=O)NC(C)(C)C2=O)c1 | 5% | 1 | 2% | 2 | -0.3% | -10% | 1 | 0 | 6 | -2% | 2%
COc1ccc(NC(=O)Nc2sc(NS(=O)(=O)c3ccccc3)nc2C)cc1 | -1% | 2 | 1% | -4 | 0.0% | ? | -3 | -1 | -7 | 4% | .
COc1ccc(NC(=O)CN2CCN(S(=O)(=O)N(C)C)CC2)cc1 | -3% | 2 | -3% | 0 | 0.2% | 1% | 6 | 26 | 0 | 1% | -2%
COC(=O)c1c(C(=O)OC)c(C)n(Cc2cccnc2)c1C | -1% | 0 | -1% | 0 | -0.1% | 1% | 11 | -4 | 9 | 2% | -18%
c1ccc(CCn2nnc3ccccc32)cc1 | -4% | 0 | 1% | . | -0.9% | . | -4 | 4 | 1 | -8% | -10%
Cc1ccc(F)cc1NC(=O)COC(=O)COc1ccc(C#N)cc1 | . | . | . | 9 | -1.4% | . | 3 | 18 | 17 | 2% | .
Cc1ccc(N(C(=O)c2csnn2)C(C(=O)NC(C)(C)C)c2cccnc2)cc1 (stereo unspecified) | 4% | 3 | 1% | 1 | -0.1% | -1% | 4 | 0 | 2 | 9% | -2%
O=c1[nH][nH]c2cc(=O)n(-c3cccc(C(F)(F)F)c3)nc12 | -9% | 0 | 2% | 0 | -0.1% | ? | -15 | -2 | -8 | 0% | -1%
Cn1c(Cc2cccs2)nnc1SCc1nc2ccccc2[nH]1 | -3% | 3 | 3% | 2 | -0.6% | -1% | 5 | -7 | -11 | 0% | -6%
COc1ccc(NC(=O)C(OC(=O)c2cnc(C)cn2)c2ccccc2)cc1Cl (stereo unspecified) | . | . | . | 4 | -0.2% | . | 0 | 2 | -7 | 0% | .
c1ccc(CN2CCN(c3nc(-c4ccccc4)nc(-n4ccnc4)n3)CC2)cc1 | 0% | -2 | 0% | 6 | 0.3% | 11% | -1 | 18 | -16 | 2% | 0%
O=C(CSc1nc2ccccc2c(=O)n1CCCO)NCc1ccccc1 | 9% | 2 | -2% | -1 | 1.1% | 1% | -11 | 38 | 6 | -5% | 0%
CCOc1ccccc1/C=N/n1c(COc2ccccc2)n[nH]c1=S | -2% | -2 | -4% | -2 | -0.7% | 8% | -9 | -1 | 5 | -6% | .
O=C(CO/N=C/c1ccc(Cl)cc1Cl)NNC(=O)c1cccc(Cl)c1 | -2% | 3 | . | 7 | -0.5% | . | -2 | 0 | 16 | -7% | -6%
CC1Oc2ccccc2C=C1/C=N/NC(=O)c1ccccc1O (stereo unspecified) | 8% | 1 | 0% | 1 | 0.0% | ? | -3 | 3 | 1 | -8% | -14%
CC(=O)Nc1ccc(/C=C/c2ccc3cccc([N+](=O)[O-])c3n2)cc1 | -8% | -5 | -2% | 6 | 0.3% | . | ? | 10 | -14 | 1% | -1%
c1ccc(-c2nc(NCC3CCCO3)c3oc4ccccc4c3n2)cc1 (stereo unspecified) | 29% | -1 | 2% | ? | -0.1% | ? | -10 | -12 | -4 | 1% | 0%
CCOC(=O)C1=C(O)CSC1=Nc1cccc2ccccc12 | 5% | 2 | 1% | 24 | -1.8% | -1% | 44[activator] | -3 | -16 | 2% | 4%
Fc1ccccc1N1CCN(Cc2cc(-c3ccccc3)on2)CC1 | -5% | 1 | -1% | ? | -0.9% | -4% | 3 | 27 | 2 | 1% | .
CC(C)Cn1c2c(c(O)c(C(=O)Nn3c(Cc4ccccc4)nc4ccccc4c3=O)c1=O)CCCC2 | 11% | 2 | . | -3 | -0.7% | -18% | -4 | -5 | -19 | 3% | 1%
CCc1ccc(-c2cc(C)no2)cc1S(=O)(=O)N1CCN(c2ccc(OC)cc2)CC1 | -2% | . | -5% | 8 | -0.3% | . | -29 | 10 | -20 | -1% | .
Cc1ccc(Nc2nc3ccccc3c(=O)[nH]2)cc1C | 21% | 1 | 5% | 3 | 0.3% | ? | 1 | -4 | -34 | 2% | 1%
Cc1ccc(S(=O)(=O)Nc2ccc(NC(=O)c3ccc(F)cc3)cc2)cc1 | 68%[activator] | 1 | -1% | 0 | 0.0% | ? | 0 | . | 42 | 0% | 0%
Cc1cccc(CSc2[nH]c(=O)ncc2C)c1 | 5% | 1 | -10% | 1 | 0.1% | -4% | 14 | -16 | -1 | 3% | .
CCOc1ccc(C2C(C(=O)c3ccco3)=C(O)C(=O)N2Cc2cccnc2)cc1OC (stereo unspecified) | 1% | -4 | 0% | 1 | 0.0% | -16% | 4 | 2 | 4 | -1% | -1%
COc1cccc(NC(=O)CCNC(=O)c2ccccc2Cl)c1 | -2% | 1 | 0% | 6 | -0.1% | -16% | -4 | 6 | 19 | 4% | 0%
CC(C)C(=O)N1CCC2(CC1)Oc1ccc(F)cc1C(=O)C21CC(c2ccc(Cl)cc2)=NO1 (stereo unspecified) | 5% | 1 | -2% | ? | 0.0% | . | -23 | 1 | -36 | 1% | -5%
O=C(CN1CCN(C(=O)c2c(F)cccc2F)CC1)Nc1ccccc1C(F)(F)F | -1% | 0 | 5% | 27 | -0.2% | -1% | -26 | -5 | 22 | -1% | .
COC(=O)c1ccc(NC(=O)Nc2ccc([N+](=O)[O-])cc2)cc1 | 26% | -4 | 3% | 4 | -0.6% | ? | 13 | 0 | -10 | 0% | 3%
C=CCNC(=O)COC(=O)c1ccc(Cl)c(S(=O)(=O)N(Cc2ccccc2)c2ccccc2)c1 | -4% | 6 | -5% | 0 | -0.5% | 2% | -3 | 8 | -5 | -9% | 0%
CCC(C)(C)NC(=O)C(c1ccc(F)cc1)N(Cc1cccs1)C(=O)c1cnccn1 (stereo unspecified) | -2% | 3 | 0% | 10 | -0.8% | 0% | 3 | -8 | -16 | 7% | 4%
COc1ccc2c3c([nH]c2c1)[C@H]1C[C@H]2[C@H](C[C@@H](O)[C@H](OC)[C@H]2C(=O)O)CN1CC3 | . | . | . | 1 | -0.1% | . | 5 | 6 | -12 | 6% | .
Cc1ccccc1C1NC(=O)c2ccccc2O1 (stereo unspecified) | 18% | 2 | -3% | 8 | 4.0% | -14% | -7 | -27 | -19 | 3% | 0%
CCN(CC)S(=O)(=O)c1ccc(O)c(C(=O)OCC(=O)N2c3ccccc3CC2C)c1 (stereo unspecified) | -1% | 9 | -1% | 19 | -0.4% | . | -11 | 3 | -18 | 11% | -2%
CC(C)(C)C(=O)NCCc1nc2ccccc2n1CC(=O)c1ccc(Cl)cc1 | 9% | -2 | . | 0 | 0.2% | -4% | 15 | 2 | -5 | 1% | -15%

Compound profiles, from the list above.
O=C1CSC(=O)N1CC(O)COc1ccc(Cl)cc1 (stereo unspecified) as listed: CXXC DNA block = 14%; FBPA coupling cs = 5; GALK inhibitor = 4%; TRPV1 agonist = 6; B2AR arrestin = 0.5%; Menin MLL FP TR = 1%; Giardia kill = -12; KCNH2 WT inh = -13; KCNH2 3.1 block = -32; USP2a block = 1%; PKM2 activator = -1%
CC(=O)Nc1ccc(/C=C/c2ccc3cccc([N+](=O)[O-])c3n2)cc1 as listed: CXXC DNA block = -8%; FBPA coupling cs = -5; GALK inhibitor = -2%; TRPV1 agonist = 6; B2AR arrestin = 0.3%; Menin MLL FP TR = .; Giardia kill = ?; KCNH2 WT inh = 10; KCNH2 3.1 block = -14; USP2a block = 1%; PKM2 activator = -1%
O=c1[nH][nH]c2cc(=O)n(-c3cccc(C(F)(F)F)c3)nc12 as listed: CXXC DNA block = -9%; FBPA coupling cs = 0; GALK inhibitor = 2%; TRPV1 agonist = 0; B2AR arrestin = -0.1%; Menin MLL FP TR = ?; Giardia kill = -15; KCNH2 WT inh = -2; KCNH2 3.1 block = -8; USP2a block = 0%; PKM2 activator = -1%
